Pf Dd2 growth: qHTS Primary assay for Inhibitors of Plasmodium falciparum Dd2 growth in vitro; P. falciparum Dd2 growth, SYBR Green, 72 h; Potency, µM (series often up to 28.9 µM), for inactives: top-dose activity, negative = inhibition, usual class: inhibitors; 120,000 tested, 4.3% active; AID 1347417, 2020; active = well fitted inhibition curve with a large enough effect; inconclusive = small, poorly fitted or top-dose-only effect; inactive = no such curve, though single readings can be large or run the other way;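 note: plate controls were DMSO vehicle for no effect and reference drug for full effect; nearly all actives have a fitted effect of over 65% in size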
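Infected erythrocytes (Dd2, 0.3% parasitemia, 2.5% hematocrit final) are added to compound in RPMI-1640/Albumax II medium, grown 72 h at 37C in low oxygen, then lysed with saponin/Triton-X containing SYBR Green and read by fluorescence.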
The depositor's hits bear a star; i = inactive; ? = inconclusive; [ ] = remark or other dose. Potency is the fitted concentration of half-maximal effect.

| structure | Pf Dd2 growth |
| --- | --- |
| COc1ccc(N2CC(c3nc(-c4cc(OC)c(OC)c(OC)c4)no3)CC2=O)cc1Cl (stereo not given) | -6% |
| CCOc1ccc(CCNC(=O)Cn2cccc2-c2nc(-c3ccccc3)no2)cc1OCC | 3% |
| Cc1ccc(Cl)cc1N1CCN(c2ncnc3onc(-c4ccc(F)cc4)c23)CC1 | -12% |
| CC(C)NC(=O)NC[C@H]1OC[C@@H](NCc2cnc[nH]2)[C@@H]1O | 38%[44.1 µM] |
| Cc1cc(C2CCC2)nc(N2CCN(C)C3(CCNC(=O)CC3)C2)n1 (stereo not given) | -25% |
| COc1ccccc1-c1cc([C@H]2CN3CC[C@H]2C[C@@H]3COC(=O)Nc2ccc(C(C)C)cc2)nc(C)n1 | 13µM* |
| CCOC(=O)c1cccc(NC(=O)N[C@H]2CO[C@H]3[C@@H]2OC[C@H]3OC(=O)Nc2ccccc2)c1 | i |
| COc1cc(-c2cc3n(C)c(C)c(CCC(=O)Nc4ccc(F)cc4)c(=O)n3n2)cc(OC)c1OC | -24% |
| CCc1nc2ccc(C(=O)NCCc3ccc(SC)cc3)cc2nc1CC | i |
| CCC(CC)C(=O)N1CC[C@@H]2COCCN(Cc3cccnc3)[C@@H]2C1 | -4% |
| Cc1ccc(OCC(=O)N(Cc2ccco2)c2ccccn2)cc1 | -21% |
| COc1ccc(CC(=O)N2CC3CC(C2)[C@H]2CCCC(=O)N2C3)cc1 (stereo not given in full) | 3% |
| CCn1nccc1C(=O)N1C[C@@H](Oc2cccnc2)C[C@H]1C(=O)NCCOC | 22% |
| Cc1cccn2c(=O)c(C(=O)NCc3cccc(F)c3)cnc12 | -4% |
| COc1ccccc1C(=O)N1CCn2c(nnc2-c2ccccc2)C1 | ? |
| COc1ccc(-c2ccccc2)cc1N1C(=O)[C@@H]2C[C@H]1CN2C(=O)[C@H]1CCCO1 | -12% |
| COCCOCC1(CNC(=O)Nc2cccnc2)C[C@@H](O)[C@@H](O)C1 (stereo not given in full) | 4%[44.1 µM] |
| CC(C)Oc1ccc(C(=O)N2CC(c3nnc(C(C)C)o3)C3(CCOCC3)C2)cc1 (stereo not given) | i |
| COCCN[C@H]1[C@@H]2OC[C@@H](O2)[C@@H](NCc2ccc(F)cc2)[C@@H]1O | i |
| CCc1cccc2c(-c3ccccc3)nc(SCC(=O)Nc3ccc(OC)cc3)nc12 | 16% |
| Cc1nc(-c2ccc(Cl)cc2)n(Cc2ccccc2F)c(=O)c1CCO | ? |
| COC(=O)C(NC(=O)CC(C)C)(Nc1nc2c(s1)CCCC2)C(F)(F)F (stereo not given) | ? |
| Cc1csc2nc(-c3cccc(NC(=O)c4c(F)cccc4F)c3)cn12 | i |
| Cc1ccc2onc(CC(=O)Nc3cccc(C(F)(F)F)c3)c2c1 | 11µM* |
| COc1cc(CNCCSc2nnnn2C)ccc1OCc1ccc(C)cc1 | -28% |
| CCCc1nc(CC)n2cc[nH]c(=O)c12 | 10% |
| O=C(c1ccccc1OCC1CCCN(Cc2cccnc2)C1)N1CCCCC1 (stereo not given) | -8% |
| CC(C)Cn1c(=O)c2ccccc2n2c(CCC(=O)NC(C)c3ccccc3)nnc12 (stereo not given) | i |
| CCc1nnc(NC(=O)c2cc(=O)c3cc(C)c(C)cc3o2)s1 | 30% |
| CC(C)CN(Cc1cnn(C)c1)C(=O)C1CCN(C(=O)C2CCC2)CC1 | -6% |
| COc1ccc(-c2cn(C[C@H]3CC4CCN3C[C@@H]4C(=O)N3CCN(c4ccccc4OC)CC3)nn2)cc1 (stereo not given in full) | 23% |
| COc1ccc(Cn2c(=O)n(-c3ccc(C)cc3)c(=O)c3c2c2cc(C)ccc2n3C)cc1 | -19% |
| CCC(=O)Nc1ccc2nc(SCCOc3ccc(C)cc3)sc2c1 | ? |
| CC(C)c1ccc(CC(=O)N2CCCc3ncc(C(=O)Nc4ccn(C)n4)cc32)cc1 | -12%[44.1 µM] |
| Cc1ncc2c(n1)C[C@@H]1CC[C@H]2N1C(=O)c1ccnn1C | 18% |
| CCOc1ccccc1CN1C[C@@H](CO)[C@H](C(=O)N(C)C)C1 | ? |

Next part (five carried over from the part before).
| structure | Pf Dd2 growth |
| --- | --- |
| COc1ccc(Cn2c(=O)n(-c3ccc(C)cc3)c(=O)c3c2c2cc(C)ccc2n3C)cc1 | -19% |
| CCC(=O)Nc1ccc2nc(SCCOc3ccc(C)cc3)sc2c1 | ? |
| CC(C)c1ccc(CC(=O)N2CCCc3ncc(C(=O)Nc4ccn(C)n4)cc32)cc1 | -12%[44.1 µM] |
| Cc1ncc2c(n1)C[C@@H]1CC[C@H]2N1C(=O)c1ccnn1C | 18% |
| CCOc1ccccc1CN1C[C@@H](CO)[C@H](C(=O)N(C)C)C1 | ? |
| COc1ccc(CNC(=O)c2cc3sccc3n2Cc2ccc(C)cc2)cc1 | ? |
| Cc1ccc(C)c(S(=O)(=O)Nc2ccc3c(c2)CCCN3C(=O)c2cccs2)c1 | -20% |
| O=C(Cn1c(=O)oc2cc(S(=O)(=O)NC3CCCC3)ccc21)Nc1ccc(F)c(F)c1 | 16% |
| COc1ccc(C(=O)N2CCCC(CN3CCOCC3)CC2)cc1OC (stereo not given) | -2% |
| CN1CCN([C@H]2CCN(CCCc3ccccc3)C[C@H]2CCC(=O)O)CC1 | 11% |
| COc1ccc2[nH]c(C(=O)N(CC3CC3)CC3CCCO3)c(C)c2c1 (stereo not given) | -5% |
| CCOC(=O)Cn1c(=O)cc(C)c2c(C)nn(-c3cccc(F)c3)c21 | -16% |
| O=C(Nc1ccc(-c2cn3cccnc3n2)cc1)c1cc(Br)ccc1Cl | i |
| Cc1ccc(C(=O)c2cn(Cc3c(F)cccc3Cl)c3nc(C)ccc3c2=O)cc1 | -21% |
| COCC(=O)Nc1ccc(-c2noc([C@@H]3CCCN3CC(C)(C)C)n2)cn1 | ? |
| Cc1cccc(NC(=O)Cn2cc(S(=O)(=O)N3CCCC3)c(S(=O)(=O)N3CCCC3)c2)c1C | i |
| Cc1ccc([C@H]2C[C@@H](O)[C@@H](O)[C@@H]2NS(=O)(=O)c2ccccc2)cc1 | i |

By substructure, the entries above containing an NH in an aromatic ring.
| structure | Pf Dd2 growth |
| --- | --- |
| CC(C)NC(=O)NC[C@H]1OC[C@@H](NCc2cnc[nH]2)[C@@H]1O | 38%[44.1 µM] |
| CCCc1nc(CC)n2cc[nH]c(=O)c12 | 10% |
| COc1ccc2[nH]c(C(=O)N(CC3CC3)CC3CCCO3)c(C)c2c1 (stereo not given) | -5% |

(continued)
| structure | Pf Dd2 growth |
| --- | --- |
| O=C(NCCc1ccccc1)C1CCN(c2cn[nH]c(=O)c2)C1 (stereo not given) | ? |
| O=C(Cc1ccccc1)N1CCC2(CC1)CN(Cc1ccccc1)CC2CO (stereo not given) | ? |
| C[S+](=O)([O-])N1Cc2ccccc2CC2(CCN(CCc3ccccc3)C2)C1 (stereo not given) | ? |
| COc1ccc(Cn2c(C3CCN(C(=O)c4cccc(C)c4)CC3)n[nH]c2=O)cc1 | ? |
| CN(CC1CCOC1)C(=O)Nc1cccc(Br)c1 (stereo not given) | i |
| COc1ccc2cc(C(=O)NC3CCN(C(=O)N4CC5CC(C4)[C@H]4CCCC(=O)N4C5)CC3)[nH]c2c1 (stereo not given in full) | i |
| Cc1nc(-c2c3n(c(=O)n(CC(=O)NCc4ccc(F)cc4)c2=O)CCCCC3)no1 | -8% |
| CC(C)CC(=O)N1CCCC(c2nc(-c3ccccc3)no2)CCNC(=O)CC1 (stereo not given) | -21% |
| O=S(=O)(Cc1ccccc1)N[C@H]1CO[C@H]2[C@@H]1OC[C@@H]2n1cc(-c2ccccn2)nn1 | ? |
| O[C@H]1[C@H](NCc2ccccn2)[C@H]2CO[C@H](O2)[C@@H]1N1CCN(c2ccccc2)CC1 | i |
| COCc1ccc2c(c1)c(OC(C)(C)C(=O)NCc1cnccn1)nn2CCC(C)C | i |
| O=C(Nc1cccc(-n2cccn2)c1)C1CCCN(C2CCN(Cc3ccco3)CC2)C1 (stereo not given) | -23% |
| Cc1c2cnn(CC(=O)Nc3ccc(F)cc3F)c(=O)c2c(C)n1Cc1cccc(Cl)c1 | ? |
| O=C(Nc1ccc(-c2nnc3n2CCCC3)cc1)c1cc(-c2ccccc2)n[nH]1 | 14µM* |
| CC(C)NC(=O)C[C@@H]1O[C@H](Cn2cc(CN(C)Cc3ccccc3)nn2)[C@@H](O)[C@H]1O | 25%[44.1 µM] |
| CCNC(=O)N1CCC(n2c(C)cnc2C2CCC2)CC1 | 14% |
| CC(=O)NCCc1ncc(C)n1C1CCCCCC1 | ? |
| CCc1noc(-c2cn(C3CCN(C(=O)c4cccc(OC)c4)C3)nn2)n1 (stereo not given) | ? |
| O=C(NC1CCCCCC1)c1cc2c(Cl)nc3ccccc3c2s1 | 33%[activator] |
| CC(C(=O)NCC1CCN(Cc2ccc(F)cc2)CC1)C1CCOCC1 (stereo not given) | 13% |
| Cc1ccccc1S(=O)(=O)N1CCC(Cc2nncn2C)CC1 | i |
| CCOc1ccccc1C(=O)N(Cc1ccc(N(C)C)cc1)CC1CCCO1 (stereo not given) | -12% |
| CO[C@H]1[C@H](NC(=O)COc2ccccc2)c2ccccc2C12CCNCC2 | -21% |
| Cc1ccc(C2Cn3nnc(-c4noc(-c5cnccn5)n4)c3CO2)cc1 (stereo not given) | -18% |
| CN1CCN(C(=O)[C@@H]2CCC[C@@H](NC3CCC3)CN(C)C(=O)C2)CC1 | 2%[44.1 µM] |
| CCc1noc(C)c1C(=O)N1CCc2c(nc(-c3ccccn3)[nH]c2=O)C1 | -13% |
| O=C(C1CC1)N1CCC2(CC1)Cc1ccccc1NC2=O | -3%[44.1 µM] |
| O=C(NCc1ccc(Cl)cc1)c1c[nH]c2ncccc12 | ? |
| COc1ccc(C(=O)N(c2ccc(OC)cc2)S(=O)(=O)c2ccc3c(c2)n(C)c(=O)n3C)cc1 | ? |
| N#Cc1cccc(CN[C@H]2CO[C@H]3[C@@H]2OC[C@H]3OC(=O)Nc2ccc(Oc3ccccc3)cc2)c1 | i |
| CS(=O)(=O)c1ccc(CN2CC[C@H]3NCCC[C@]3(C(=O)O)C2)cc1 | -2% |
| COc1ccc(C2Cn3nnc(-c4nc(-c5cccc(F)c5)no4)c3CO2)cc1 (stereo not given) | i |
| COCCCNC(=O)CCN(CCC(C)C)C(=O)c1ccoc1 | -2% |
| O=C(NCCc1ccncc1)C1CN(C(=O)CCCc2ccccc2)CC12CCOCC2 (stereo not given) | -13% |
| CC(C)CN[C@H]1CO[C@H]2[C@@H]1OC[C@@H]2Nc1nccc(-c2cccs2)n1 | -12%[44.1 µM] |
| COc1cccc2c1cc1c(=O)n(CC(=O)N3CCN(c4cc(Cl)ccc4C)CC3)nc(C)n12 | -11% |
| COc1ccc(-c2noc(CN(C(=O)Cc3ccc(C)cc3)C(C)C)n2)cc1 | i |
| O=C(Cn1c(=O)n(CC2CCCO2)c(=O)c2ccccc21)Nc1ccc(F)cc1F (stereo not given) | 33% |
| Cc1cccc(-c2noc([C@@H]3C[C@@H](O)CN3Cc3cccc(C#N)c3)n2)c1 | i |
| O=[S+]([O-])(c1cccc(C(F)(F)F)c1)N1CCc2nc(C3CC3)nc(-c3ccc(Cl)cc3)c2C1 | -11% |
| COc1ccc(-c2cc3c(=O)n(CCNC(=O)c4cc(Cl)ccc4F)ccn3n2)cc1 | i |
| CCCN(C)C(=O)c1cn2ccnc(-c3ccc(C)cc3)c2n1 | ? |
| Cc1ccc(NC(=O)Cn2c(=O)n(Cc3ccc(C(=O)NCc4ccc5c(c4)OCO5)cc3)c(=O)c3ccccc32)cc1 | 8.9µM* |
| CCn1ncc(CN2CC[C@H](CNC(=O)COC)[C@H](N(C)C)C2)c1C | -10% |
| O=C(N[C@H]1CO[C@H]2[C@@H]1OC[C@@H]2Nc1nccc(-c2cccs2)n1)c1ccc(C(F)(F)F)cc1 | ? |
| COCCNC(=O)c1ccc2c(c1)N(C)C(CC(=O)NCc1ccoc1)CO2 (stereo not given) | -1% |
| CC(=O)N1CCCc2cc(S(=O)(=O)N3CCC(C(=O)NCc4ccc(N(C)C)cc4)CC3)ccc21 | ? |
| COc1ccccc1CN1CCC2(CC1)OC(=O)N(Cc1ccccc1)C2(C)c1ccccc1 (stereo not given) | ? |
| CCN1C(=O)c2ccccc2S(=O)c2ccc(C(=O)NCc3ccc(C)cc3)cc21 (stereo not given) | -24% |
| O=C(CCSCc1cccc(Cl)c1)NCCc1ccc(Cl)cc1 | i |
| Cc1nc(N2CCC(NC(=O)c3ccccc3Cl)CC2)cc(C(F)(F)F)n1 | i |
| O=C(CSc1nc(=O)n(CCN2CCOCC2)c2c1CCC2)Nc1ccc(F)cc1F | 17% |
| CCC(N)(CC)c1cn(CC2CCCN(C(=O)Nc3ccsc3)C2)nn1 (stereo not given) | -19% |
| CC(C)(C)c1ccc(CN(Cc2ccco2)c2cnc(S(C)(=O)=O)nc2C(=O)Nc2ccc(F)cc2)cc1 | 7.9µM* |
| CCCN(CCC)CCNC(=O)c1nn(C)c2c1CS(=O)(=O)c1ccccc1-2 | -13% |
| N#Cc1cccc(C(=O)N2CCCCCCNC(=O)CC2)c1 | 6% |
| O=C(NCc1ccccc1Cl)c1ccc2c(c1)N(Cc1ccccc1)C(=O)CS2 | ? |
| CCCn1ccc2sc(C)c(C(=O)NC(C)c3ccc(OC)c(OC)c3)c2c1=O (stereo not given) | -13% |
| Cc1noc(-c2cn(C3CCN(C(=O)c4cccn4C)C3)nn2)n1 (stereo not given) | i |
| CCOC(=O)c1scc(-c2ccc(C)cc2)c1S(=O)(=O)Nc1ccc(F)c(F)c1 | -20% |
| CCc1noc(CN(CC)C(=O)c2ccccc2NCc2sccc2C)n1 | ? |
| COc1ccc(CCNC(=O)c2ccc(Cn3c(=O)c4ccccc4n(Cc4cccc(C)c4)c3=O)cc2)cc1OC | 12% |

Compound activity deposited in PubChem by National Center for Advancing Translational Sciences (NCATS).

Not all compounds are listed (hit frequency here may not be typical).
